SENP8 block-1: human SENP8 protease inhibitors, primary screen, biochemical, fluorescence, Nedd8 protein substrate, uHTS; inhibition, % at 20 µM; recombinant SENP8; Sentrin-specific protease 8 (Homo sapiens), Q96LD8; actives 0.64% (n = 360,000); AID 602440, 2012; in the data active means inhibition mostly above about 40%, no sharp cut-off; inactive means mostly below about 27%
MIN6 prolif: inducers of MIN6 beta-cell proliferation, primary screen, ATP luminescence, uHTS; actives 0.29% (n = 330,000); proliferation, % at 10 µM; MIN6 cells proliferation, ATPlite luminescence, 48 h; cells starved in 0.2% serum; 100% = growth in 10% serum;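 active means compounds whose signal lies at least 3.5 SD above the mean of all wells on their plate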;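 further: 0% = DMSO-treated cells in low-serum medium and 100% = 10% serum control; some compounds called inactive have numbers as strong as hits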
HKDC1 inhibitor: HKDC1 hexokinase inhibitors, primary screen, biochemical, fluorescence, uHTS | Q2TB90 | recombinant HKDC1, G6PDH/diaphorase resazurin coupled fluorescence | inhibition, % at 20 µM | actives 0.16% (n = 340,000) | AID 493160, 2011;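 active means inhibition above about 35% when tested at 20 µM, limit read from the data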;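 further: plate controls were DMSO wells with enzyme for no effect and DMSO wells lacking enzyme for full effect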
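Assay system: recombinant HKDC1 hexokinase; detection: coupled resazurin fluorescence, excitation 525 nm, emission 613 nm; benchmarks: DMSO-plus-enzyme-mix negative control, buffer-substituted positive control; compound dosing: single 20 µM dose; schedule: 90 min at room temperature in dark; also added: glucose plus 1 mM ATP as hexokinase substrates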
UBC13 inh: UBC13 polyubiquitin chain formation inhibitors, primary screen, biochemical, TR-FRET, uHTS | Ubiquitin-conjugating enzyme E2 N (Homo sapiens), P61088 | inhibition, % at 20 µM | actives 0.47% (n = 330,000); in the data active means inhibition above about 45%, passing the limit was not always enough
PfG6PD inh: PfG6PD enzyme inhibitors, primary screen, biochemical, fluorescence intensity, uHTS | glucose-6-phosphate dehydrogenase-6-phosphogluconolactonase (Plasmodium falciparum 3D7) | PfGluPho enzyme, NADPH resazurin-diaphorase fluorescence | inhibition, % at 20 µM | actives 0.78% (n = 350,000);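 active means inhibition reaching at least a set limit at 20 µM in the primary screen, cut at about 59% in these data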;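 further: 0% = DMSO wells with substrate and 100% = DMSO wells lacking glucose-6-phosphate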
SENP8 block-2: SENP8 protease inhibitors, primary screen, biochemical, luminescence | Sentrin-specific protease 8 (Homo sapiens), Q96LD8 | purified SENP8, Z-RLRGG-aminoluciferin cleavage | inhibition, % at 10 µM | actives 1.2% (n = 330,000) | AID 2540, 2010; in the data active means inhibition above about 50%
SENP6 block: SENP6 protease inhibitors, primary screen, biochemical, luminescence, uHTS. Recombinant SENP6 catalytic domain, aminoluciferin luminescence. inhibition, % at 10 µM. actives 1.8% (n = 330,000);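 active means inhibition above about 50% at the single tested dose, limit read from the data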;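 further: plate controls were DMSO wells with enzyme for no effect and DMSO wells lacking enzyme for full effect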
Target sequence (Q9GZR1 628-1112 limits assumed): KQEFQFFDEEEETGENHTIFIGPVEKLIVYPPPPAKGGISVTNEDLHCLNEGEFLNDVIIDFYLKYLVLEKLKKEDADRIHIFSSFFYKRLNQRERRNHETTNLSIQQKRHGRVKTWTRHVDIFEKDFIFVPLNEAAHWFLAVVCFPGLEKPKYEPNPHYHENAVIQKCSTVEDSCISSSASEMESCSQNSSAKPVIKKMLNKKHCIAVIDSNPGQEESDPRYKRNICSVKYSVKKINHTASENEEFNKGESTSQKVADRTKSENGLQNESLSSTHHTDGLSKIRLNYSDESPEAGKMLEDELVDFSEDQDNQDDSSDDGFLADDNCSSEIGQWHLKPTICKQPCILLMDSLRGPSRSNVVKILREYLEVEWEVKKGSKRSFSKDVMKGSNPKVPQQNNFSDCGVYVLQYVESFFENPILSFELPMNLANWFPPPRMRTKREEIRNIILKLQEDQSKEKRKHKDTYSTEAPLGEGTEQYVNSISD
SENP1 FRET inh: human SENP1 catalytic domain inhibitors, primary screen, biochemical, FRET, uHTS; Sentrin-specific protease 1 (Homo sapiens), Q9P0U3; recombinant SENP1 catalytic domain, CyPet-SUMO1-YPet FRET cleavage; inhibition, % at 10 µM; actives 0.21% (n = 360,000);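 active means inhibition at least 30% at 10 µM, raw YFP signal under a set limit, fluorescence ratio 0.5 to 1.5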;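 further: 0% = enzyme with DMSO and 100% = no enzyme wells; some results filed as inactive read as strong as hits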
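Test system: hSENP1 catalytic domain, recombinant; Amount: 20 pM final SENP1 enzyme; Medium: Tris pH 8 buffer plus EDTA, NaCl, BME, BSA, NP40, catalase; Schedule: 50 min enzyme reaction, room temperature, light-protected; Technique: FRET fluorescence in CFP and YFP emission channels; Controls: no-enzyme wells low, DMSO-plus-enzyme wells high control.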
SENP7 block: SENP7 protease inhibitors, primary screen, biochemical, luminescence, uHTS. inhibition, % at 5 µM. actives 1.5% (n = 330,000). recombinant SENP7, Z-RLRGG-aminoluciferin luminescence, 40 min. Sentrin-specific protease 7 (Homo sapiens), Q9BQF6;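 active means inhibition above about 50% at the single test dose, limit read from the data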;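 further: plate controls were DMSO with enzyme for no effect and no enzyme buffer wells for full effect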
Target sequence (Q9BQF6 706-1050 limits assumed): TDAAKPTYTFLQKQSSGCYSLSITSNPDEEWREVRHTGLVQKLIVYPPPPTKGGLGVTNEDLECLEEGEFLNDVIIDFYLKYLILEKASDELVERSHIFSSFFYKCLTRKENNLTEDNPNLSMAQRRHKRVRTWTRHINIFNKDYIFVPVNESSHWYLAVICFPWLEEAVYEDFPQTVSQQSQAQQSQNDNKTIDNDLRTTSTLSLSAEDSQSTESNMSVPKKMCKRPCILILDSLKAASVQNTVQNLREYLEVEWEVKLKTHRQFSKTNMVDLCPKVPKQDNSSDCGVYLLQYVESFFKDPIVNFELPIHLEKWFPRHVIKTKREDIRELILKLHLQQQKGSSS
Active calls of the source: *; / = not tested or not shown.

SMILES	SENP8 block-1	MIN6 prolif	HKDC1 inhibitor	UBC13 inh	PfG6PD inh	SENP8 block-2	SENP6 block	SENP1 FRET inh	SENP7 block
Cc1ccc(S(=O)(=O)/C(=C\N(C)C)c2cnc(Cl)s2)cc1	2	-2	0	2	-14	1	-12	0	0
COCCNC(=O)CN(C(=O)c1ccc(N2CCCC2)nc1)c1ccc(F)c(Cl)c1	-5	0	1	-4	-2	56*	51*	2	1
CCN(C1CCCCC1)S(=O)(=O)c1cn(C)c(=O)n(C)c1=O	10	-2	-7	-10	6	-9	-6	2	-14
COc1ccc(CN2CN(c3ccc(Cl)cc3)C(=O)N(n3cnnc3)C2)cc1	6	-3	-6	8	12	-2	-17	1	2
Cc1ccc(CNc2nnnn2C)cc1	16	-1	-8	4	1	1	-36	1	-7
Cc1c(C(=O)NNC(=S)Nc2cccc(Cl)c2)nnn1-c1ccccc1	32	0	-1	5	-1	13	32	-1	-3
O=C(O)C1CCN(S(=O)(=O)c2ccc(Cl)s2)CC1	11	0	-3	4	-1	0	-9	5	-5
O=C(NNS(=O)(=O)c1ccccc1[N+](=O)[O-])c1cc2ccccc2cc1O	-1	0	1	1	-4	1	0	3	3
O=C(CN1CCC(NC(=O)Nc2ccccc2)CC1)Nc1cccc([N+](=O)[O-])c1	13	-2	-1	6	11	2	-13	1	4
O=C(CCC(=O)OCC(=O)c1ccc(Br)cc1)NC1CCCCC1	11	1	-3	-5	-21	-11	-19	2	-6
Cc1cc(-c2[nH]nc3c2C(c2ccc(Cl)cc2)C(C#N)=C(N)O3)c(C)s1 (stereo not given)	19	0	6	-4	-34	-8	1	0	5
CCCCNC(=O)Nc1c(C)cc(SC#N)cc1C	6	-5	-13	-1	5	-6	13	-1	7
Cc1ccccc1C(=O)NC1CCS(=O)(=O)C1 (stereo not given)	12	0	5	7	-1	2	-9	1	-6
Cc1cccc(Nc2ccc(S(=O)(=O)N3CCOCC3)cc2[N+](=O)[O-])c1	26	-3	1	-23	1	3	10	5	-2
CCN(CC)C(=O)c1nc[nH]c1C(=O)N1CCN(C(=O)OC(C)(C)C)CC1	16	4	-5	-18	-4	-6	5	1	-7
Oc1ccccc1C1N=C(c2ccccc2)NC(c2ccccc2)=N1	21	0	-2	5	-1	4	-4	-1	1
N#Cc1c(NC(=O)CSc2nc3ccccc3s2)sc2c1CCCC2	11	0	-6	4	10	-2	-17	-5	4
C[C@@H]1NC(=O)/C(=C\c2ccccc2Br)NC1=O	14	3	-4	-1	9	-1	17	0	-5
O=S(=O)(CCNC1CC1)NC1CCCCC1	9	/	-6	/	7	/	/	0	/
Nc1nn(-c2ccccc2)c(N)c1N=Nc1ccc2c(c1)OCO2	40	0	7	-33	27	9	62*	-4	29
CC/C(=N\NC(=S)Nc1cccc(C)c1)c1ccccc1	10	-5	-16	-21	-3	-15	-1	2	-7
Cc1cc(NS(=O)(=O)c2ccc(NC(=O)COc3ccc(Cl)cc3Cl)cc2)no1	0	2	2	-12	-40	7	-2	0	6
CC(=O)N1N=C(c2ccc3ccccc3c2)OC12CCCC2	-461	-1	-3	17	5	-4	-20	-1	4
Cc1ccc(-c2cc(C(=O)N3CCCc4ccccc43)no2)cc1	9	-3	-9	3	15	-18	-14	1	-12
O=C(CCNc1n[nH]c(=O)[nH]c1=O)N/N=C/c1ccc(Cl)cc1	10	-2	1	3	-6	-3	6	2	0
COc1ccc(C(=O)Nc2ccc(O)c3ccccc23)cc1OC	10	-4	16	-8	41	-4	4	0	10
Nc1nnc(CCCCc2cccs2)o1	34	/	-6	/	-12	/	/	4	/
CC(=O)c1ccc(NC(=O)c2ccn[nH]2)cc1	14	-4	2	-1	-8	-3	20	-1	15
COc1ccc(C2=NC(C(F)(F)F)(C(F)(F)F)c3c(n(C)c(=O)n(C)c3=O)N2)cc1	-244	1	-2	7	-15	2	2	4	-3
CC(=O)Nc1ccc(NC(=O)c2cc(-n3cnnc3)ccc2Cl)cc1	6	-1	-2	5	-5	6	-13	2	4
COC(CN(C)C(=O)C1CCCN(S(=O)(=O)c2ccc3c(c2)oc(=O)n3C)C1)OC (stereo not given)	15	0	-1	-8	1	-10	-20	2	-5
C=CCn1cc(C(=O)NCC2CCCO2)c(=O)c2cc(S(=O)(=O)N3CCCCCC3)ccc21 (stereo not given)	12	-1	-3	-15	0	3	-10	1	11
CC(Sc1nnc(CN2CCCC2)n1Cc1ccccc1)C(=O)Nc1ccccc1 (stereo not given)	9	-1	-1	9	2	1	12	0	5
CC(C)Nc1nc(NC(C)C)nc(N(C)n2cnnc2)n1	19	0	-7	4	13	7	7	-1	-2
O=C(Cn1cnc(S(=O)(=O)N2CCCC2)c1)Nc1cccc(Br)c1	10	2	-5	1	-1	-15	-13	2	-3
O=C(Nc1ccc(NC(=O)c2cccs2)cn1)c1ccco1	8	0	8	2	5	-3	22	2	14
O=[n+]1cc(-c2ccc(F)cc2)n([O-])c2c1CCC2	18	-2	0	3	-3	1	2	1	-4
Cc1cc(C)n(/N=C/c2cc([N+](=O)[O-])ccc2O)c(=O)c1	5	0	1	-2	-20	0	-15	-7	-6
O=C1C2C3CCC(C3)C2C(=O)N1CNc1ccc(F)cc1 (stereo not given)	18	-1	-5	-1	1	-11	-8	0	-2
CC(NC(=O)Cn1c(NCCO)nc2ccccc21)C1CC2CCC1C2 (stereo not given)	10	2	-7	18	-3	-11	1	1	3
CC1(C)C[C@@H]2C[C@@](C)(CN2C(=O)c2ccccc2)C1	27	0	-4	1	0	-7	-36	1	-4
CCOc1ccc(CONS(=O)(=O)c2ccc(NC(C)=O)cc2)cc1Cl	-1	-2	-12	6	4	3	11	1	7
O=C(O)C1CCCCC1C(=O)Nc1ccccc1Cl (stereo not given)	20	-2	-5	7	-9	0	8	2	3
C=CC(=O)NCCCc1cc(C(C)(C)C)c(O)c(C(C)(C)C)c1	3	-1	-11	4	-6	0	-5	0	3
O=C(Nc1ccc(NS(=O)(=O)c2ccccc2)c(Cl)c1)c1ccccc1	7	/	4	/	8	/	/	-1	/
Cc1ccnc(NS(=O)(=O)c2ccc(NC(=O)c3snnc3C)cc2)n1	9	-2	-4	2	-3	0	-11	-4	5
N#C/C(=C\c1cc2c(cc1Br)OCO2)C(=O)NCC1CCCO1 (stereo not given)	-10	-3	1	7	4	-4	-17	-2	-6
Cc1c(C#N)c(N)nc2c3c(sc12)NC(=O)CC3c1ccccc1 (stereo not given)	-209	0	22	5	-17	-2	11	-17	-2
COc1cc(CCCN2C(=S)NC[C@@H]2Cc2ccccc2)cc(OC)c1OC	3	0	-6	9	14	1	-17	2	-4
Cc1nc2ccccn2c(=O)c1NC(=O)c1cccs1	-5	-2	3	-6	-17	-3	-17	1	13

Continued; it opens with the five that closed the last part.
SMILES	SENP8 block-1	MIN6 prolif	HKDC1 inhibitor	UBC13 inh	PfG6PD inh	SENP8 block-2	SENP6 block	SENP1 FRET inh	SENP7 block
Cc1ccnc(NS(=O)(=O)c2ccc(NC(=O)c3snnc3C)cc2)n1	9	-2	-4	2	-3	0	-11	-4	5
N#C/C(=C\c1cc2c(cc1Br)OCO2)C(=O)NCC1CCCO1 (stereo not given)	-10	-3	1	7	4	-4	-17	-2	-6
Cc1c(C#N)c(N)nc2c3c(sc12)NC(=O)CC3c1ccccc1 (stereo not given)	-209	0	22	5	-17	-2	11	-17	-2
COc1cc(CCCN2C(=S)NC[C@@H]2Cc2ccccc2)cc(OC)c1OC	3	0	-6	9	14	1	-17	2	-4
Cc1nc2ccccn2c(=O)c1NC(=O)c1cccs1	-5	-2	3	-6	-17	-3	-17	1	13
O=C(NNC(=O)c1ccc2ccccc2c1O)Nc1ccc(F)cc1	-460	-3	11	9	-26	-6	-11	-2	-8
Cc1noc(C)c1C(=O)OCC(=O)c1cc(C)n(Cc2ccccc2Cl)c1C	8	-6	5	-4	11	4	68*	4	26
CCN(CC)S(=O)(=O)c1ccc(/C=C/C(=O)OCC(=O)Nc2ccc(C(N)=O)cc2)cc1	15	-4	3	-10	-7	3	3	2	3
Cc1ccc(S(=O)(=O)Nc2ccc3ncccc3c2)cc1	-40	-5	-9	-1	-18	-15	-13	1	-8
Cc1[nH]c2ccc(OCc3ccccc3)cc2c1CCN1C(=O)OC(C)(C)C1(C)O (stereo not given)	-28	0	5	3	9	10	-18	1	6
CNC(=O)NC(=O)CSc1nnc(C(F)(F)F)n1C	15	-1	-1	-1	3	0	-12	0	-4
CC(=O)c1ccc(OCc2cc(C(=O)N(C)Cc3nc4c(C)cccc4[nH]3)no2)cc1	-4	-3	-3	-2	-13	-4	3	5	-7
COc1ccc2nc(NC(=O)CSc3nnc(-c4ccoc4C)n3C)sc2c1	17	-2	2	6	-37	0	31	2	22

Screens (PubChem)
